Glyco luc inh – N-linked glycosylation inhibition; D54 ERlucT glycosylation luciferase reporter, 24 h; percent of 100 nM tunicamycin response; reporter increase, % at 12.5 µM; hit rate 0.23% among 360,000; AID 588692;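 active = mean luciferase reporter signal, scaled so untreated is 0 and the glycosylation-blocking control 100, at or above a set limit in every replicate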;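 note: luciferase carries N-glycosylation sites so blocking glycosylation raises the light; 0% = median of neutral control wells and 100% = median of 100 nM tunicamycin wells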
NCOA2 inhibitor – human SRC2 (NCOA2) inhibition. inhibition, % at 9 µM. hit rate 0.17% among 370,000. Q15596. AID 651957. HEK293 GAL4-SRC2 luciferase reporter, luminescence;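 active = inhibition above the mean inhibition of all tested compounds plus 3 SD, set per campaign, cut at about 52% in these data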;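 note: 0% = DMSO treated cells and 100% = cells given Gossypol at 36 µM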
MC4R antagonist – blocks human MC4R cAMP signaling. P32245. MC4R-expressing cells, MTII-stimulated cAMP, LANCE TR-FRET. inhibition, % at 6.5 µM. hit rate 0.48% among 360,000. AID 540295;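 active = inhibition above its plate's cutoff, the mean of tested wells on that plate plus 3 SD, cut at about 29% in these data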;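 note: 0% = Melanotan II alone and 100% = Melanotan II plus saturating MCL0020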
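Material: U2OS-MC4R stable cell line | Reagent: Melanotan II challenge after compound preincubation | Doses: One concentration, 6.5 µM nominal | Incubation: 30-min compound preincubation, 1-h Melanotan II challenge, 1-h detection, room temperature | Signal: TR-FRET cAMP assay | Replicates: One well per compound, no replicates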
TLR9-MyD88 inh – TLR9-MyD88 interaction inhibition. inhibition, % at 4.98 µM. CHO BLA complementation TLR9-MyD88, CCF4 FRET ratio. hit rate 0.21% among 340,000. Q9NR96+Q99836;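 active = inhibition above the mean over all tested compounds plus 3 SD, cut at about 21% in these data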;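 note: 0% = DMSO only wells and 100% = clavulanate BLA inhibitor control wells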
Cardio protect – myocardial damage modulation in H9c2 cells | H9c2 cardiomyocytes, H2O2 injury protection, ATPLite, 2 h | protection from H2O2 cell death, % at 20 µM | hit rate 0.63% among 360,000;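 active = compounds giving at least 50% protection of heart cells from peroxide-induced death in the single-dose screen, raw or plate-pattern-corrected value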;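 note: 0% = DMSO wells with peroxide and 100% = DMSO wells without peroxide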
MC4R ag barr – agonists of human melanocortin 4 receptor (MC4R) beta-arrestin. activation, % at 8.9 µM. hit rate 0.98% among 360,000. U2OS MC4R beta-arrestin complementation, luminescence; percent of melanotan II response, DMSO zero. P32245;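 active = activation above a per-plate cutoff, the mean activation of sample wells on that plate plus 3 SD, cut at about 8% in these data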
NOD2 RIPK2 PPI – inhibitors of human NOD2-RIPK2 interaction; AID 624267; O43353; inhibition, % at 4.98 µM; hit rate 0.38% among 360,000; CHO BLA complementation NOD2-RIPK2, CCF4 ratio; in the data active = inhibition above about 21%;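 note: 0% = vehicle only and 100% = reference blocker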
ABCB6 inh MLPCN – inhibitors of human ABC transporter ABCB6; Q9NP58; K562-ABCB6 porphyrin accumulation, flow cytometry, 1 h; hits give low values; fluorescence ratio to DMSO, % at 10 µM; hit rate 0.19% among 360,000; AID 602162;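 active = fluorescence ratio to DMSO below 75%, the collection mean minus 3 SD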;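 note: signal is porphyrin accumulated inside mitochondria; 100% equals median channel fluorescence of DMSO control wells; lower ratio means ABCB6 inhibition with less porphyrin fluorescence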
m5-HT2A agonist – activates the mouse 5-HT2A serotonin receptor; hit rate 0.66% among 360,000; P35363; AID 624169; CHO-K1 mHTR2A beta-arrestin complementation, luminescence; percent of 30 µM serotonin response; activation, % at 7.6 µM;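 active = activation above a run cutoff, the mean activation of all tested compounds plus 3 SD, cut at about 14% in these data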;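 note: 0% = plate median of compound wells and 100% = 30 µM serotonin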
ABHD5-PLIN5 inh – inhibitors of human ABHD5-perilipin-5 interaction. Q00G26+Q8WTS1. Split G. princeps luciferase complementation, luminescence, 4 h. inhibition, % at 4 µM. hit rate 0.78% among 360,000. AID 602281;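 active = inhibition above the mean inhibition across every tested compound plus 3 SD, cut at about 22% in these data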;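 note: 0% = DMSO only wells and the 100% control is not disclosed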
Target sequence (Q00G26 whole entry, looked up): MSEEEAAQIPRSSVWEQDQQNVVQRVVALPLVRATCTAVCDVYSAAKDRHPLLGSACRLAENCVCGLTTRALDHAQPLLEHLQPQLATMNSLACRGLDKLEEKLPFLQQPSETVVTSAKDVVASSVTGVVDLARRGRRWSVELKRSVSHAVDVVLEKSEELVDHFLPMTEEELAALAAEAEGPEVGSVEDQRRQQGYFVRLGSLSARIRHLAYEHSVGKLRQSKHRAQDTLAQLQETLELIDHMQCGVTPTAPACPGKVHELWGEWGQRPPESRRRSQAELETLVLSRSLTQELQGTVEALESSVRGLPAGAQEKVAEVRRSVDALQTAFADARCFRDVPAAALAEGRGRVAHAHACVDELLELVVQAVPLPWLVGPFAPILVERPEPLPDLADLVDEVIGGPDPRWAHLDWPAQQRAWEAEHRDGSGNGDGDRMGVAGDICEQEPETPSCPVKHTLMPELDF
Target sequence (Q8WTS1 whole entry, looked up): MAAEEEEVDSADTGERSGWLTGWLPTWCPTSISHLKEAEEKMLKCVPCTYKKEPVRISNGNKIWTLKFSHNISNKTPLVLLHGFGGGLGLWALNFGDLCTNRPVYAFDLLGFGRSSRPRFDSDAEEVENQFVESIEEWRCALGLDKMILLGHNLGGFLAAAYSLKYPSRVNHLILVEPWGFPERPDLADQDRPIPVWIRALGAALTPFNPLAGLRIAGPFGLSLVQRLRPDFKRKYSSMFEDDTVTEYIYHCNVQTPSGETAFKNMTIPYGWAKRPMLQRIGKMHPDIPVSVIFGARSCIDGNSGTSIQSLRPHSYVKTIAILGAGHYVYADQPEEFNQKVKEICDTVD
Numbers without * were called inactive; / = no result given.

The first 15 entries, ahead of the listing:
SMILES	Glyco luc inh	NCOA2 inhibitor	MC4R antagonist	TLR9-MyD88 inh	Cardio protect	MC4R ag barr	NOD2 RIPK2 PPI	ABCB6 inh MLPCN	m5-HT2A agonist	ABHD5-PLIN5 inh
O=C1CSc2ccc(S(=O)(=O)NCc3ccc(Cl)cc3)cc2N1	0	14	-3	0	-6	-0.1	-10	101	2	1
Cc1ccc(C2(C)NC(=O)N(CC(=O)c3ccc4c(c3)OCCO4)C2=O)cc1 (configuration not stated)	-2	-5	0	1	0	0.8	-5	99	1	-2
O=C(NCc1ccccc1Cl)C1CCN(c2cnccn2)CC1	1	-16	-4	-6	0	-5.7	-10	88	1	3
C[C@@H]1CN([C@H](C)CO)C(=O)Cc2cc(NC(=O)Cn3cnnn3)ccc2O[C@@H]1CN(C)Cc1ccc(Cl)c(Cl)c1	1	14	-6	-3	19	-0.5	3	94	-3	4
c1ccc2c(-c3cc(C4CCNCC4)[nH]n3)cccc2c1	-3	-2	16	4	14	1.6	-5	97	3	13
O=C(CN1C(=O)NC2(CCCc3ccccc32)C1=O)NCc1cccs1 (configuration not stated)	3	14	-2	-9	-1	-2.7	-4	94	-3	4
CC(=O)c1ccccc1C(=O)N1CCC(n2nccc2NC(=O)C2CC2)CC1	0	-15	-2	1	-2	0.9	-8	99	1	0
O=[N+]([O-])c1ccccc1N=Nc1ccc(O)cc1	3	-42	13	-10	-2	-0.5	-5	97	3	1
COC(=O)c1ccc(Cn2c(CN3CCOCC3)nc3ccccc3c2=O)o1	/	-20	1	-8	5	-2.8	0	98	0	-5
O=C(NCc1cccnc1)c1cnn2ccccc12	3	6	6	-2	2	-1.1	-15	105	0	-7
CCn1cc(C(=O)N2CCn3c(nc4ccccc43)C2)c(=O)c2ccc(C)nc21	4	-27	2	18	22	-0.6	-9	97	-1	5
C=CCC[C@@H](Cc1ccc(F)cc1)C(=O)OC[C@@H](Cc1ccccc1)NC(=O)[C@@H](CC=C)CC(=O)N[C@@H](CO)Cc1ccccc1	-4	-29	8	-1	8	2.3	7	94	6	2
CCOC(=O)CC(NC(C)=O)c1ccc([N+](=O)[O-])cc1 (configuration not stated)	1	-5	6	0	5	0.4	-1	102	4	2
C1CCc2nnc(C3CC3)n2CC1	2	3	4	5	6	-1.9	-5	99	7	-2
O=C(COC(=O)COc1ccccc1)Nc1cccc([N+](=O)[O-])c1	1	4	-2	-1	20	0.4	-8	98	-5	-2

Results, repeating the preview:
SMILES	Glyco luc inh	NCOA2 inhibitor	MC4R antagonist	TLR9-MyD88 inh	Cardio protect	MC4R ag barr	NOD2 RIPK2 PPI	ABCB6 inh MLPCN	m5-HT2A agonist	ABHD5-PLIN5 inh
O=C1CSc2ccc(S(=O)(=O)NCc3ccc(Cl)cc3)cc2N1	0	14	-3	0	-6	-0.1	-10	101	2	1
Cc1ccc(C2(C)NC(=O)N(CC(=O)c3ccc4c(c3)OCCO4)C2=O)cc1 (configuration not stated)	-2	-5	0	1	0	0.8	-5	99	1	-2
O=C(NCc1ccccc1Cl)C1CCN(c2cnccn2)CC1	1	-16	-4	-6	0	-5.7	-10	88	1	3
C[C@@H]1CN([C@H](C)CO)C(=O)Cc2cc(NC(=O)Cn3cnnn3)ccc2O[C@@H]1CN(C)Cc1ccc(Cl)c(Cl)c1	1	14	-6	-3	19	-0.5	3	94	-3	4
c1ccc2c(-c3cc(C4CCNCC4)[nH]n3)cccc2c1	-3	-2	16	4	14	1.6	-5	97	3	13
O=C(CN1C(=O)NC2(CCCc3ccccc32)C1=O)NCc1cccs1 (configuration not stated)	3	14	-2	-9	-1	-2.7	-4	94	-3	4
CC(=O)c1ccccc1C(=O)N1CCC(n2nccc2NC(=O)C2CC2)CC1	0	-15	-2	1	-2	0.9	-8	99	1	0
O=[N+]([O-])c1ccccc1N=Nc1ccc(O)cc1	3	-42	13	-10	-2	-0.5	-5	97	3	1
COC(=O)c1ccc(Cn2c(CN3CCOCC3)nc3ccccc3c2=O)o1	/	-20	1	-8	5	-2.8	0	98	0	-5
O=C(NCc1cccnc1)c1cnn2ccccc12	3	6	6	-2	2	-1.1	-15	105	0	-7
CCn1cc(C(=O)N2CCn3c(nc4ccccc43)C2)c(=O)c2ccc(C)nc21	4	-27	2	18	22	-0.6	-9	97	-1	5
C=CCC[C@@H](Cc1ccc(F)cc1)C(=O)OC[C@@H](Cc1ccccc1)NC(=O)[C@@H](CC=C)CC(=O)N[C@@H](CO)Cc1ccccc1	-4	-29	8	-1	8	2.3	7	94	6	2
CCOC(=O)CC(NC(C)=O)c1ccc([N+](=O)[O-])cc1 (configuration not stated)	1	-5	6	0	5	0.4	-1	102	4	2
C1CCc2nnc(C3CC3)n2CC1	2	3	4	5	6	-1.9	-5	99	7	-2
O=C(COC(=O)COc1ccccc1)Nc1cccc([N+](=O)[O-])c1	1	4	-2	-1	20	0.4	-8	98	-5	-2
O=C(NCC1CCCO1)C(C(=O)c1ccc(F)cc1)n1ccccc1=O (configuration not stated)	1	6	1	3	-6	-1.7	-9	90	8	-5
COC(=O)c1ccccc1C(=O)c1ccc2c(c1)NC(=O)CO2	1	-21	3	3	1	-1.5	6	96	0	-1
COc1ccc(CNC(=O)C(C)n2nc(C)c3c(C)n(-c4ccccc4)nc3c2=O)c(OC)c1 (configuration not stated)	-2	9	20	-20	1	-1.9	-1	99	2	-2
CSc1cccc(NC(=S)N(Cc2ccc(C)cc2)Cc2ccccn2)c1	0	18	-3	-4	12	-0.7	6	96	3	-1
Cc1ccc(NC(=O)C(c2ccccc2)N2CCN(CC(=O)NC3CC3)CC2)cc1Cl (configuration not stated)	0	14	4	2	1	-0.5	5	90	-10	1
O=C(Nc1ccc(N2CCCC2)cc1)C(Cl)c1ccccc1 (configuration not stated)	7	/	-4	0	-14	-1.8	-12	158	2	2
COc1cc(C(=O)Nc2ccc(S(=O)(=O)N3CCOCC3)cc2)c([N+](=O)[O-])cc1OC	1	-27	15	-2	2	-0.4	-8	100	5	-1
CCOC(=O)/C(N=Nc1ccc(C(=O)O)cc1[N+](=O)[O-])=C(\C)O	0	-47	12	9	-14	-3.4	0	100	0	-1
O=C(CCOc1ccccc1)Nc1ccccc1	-1	-30	1	-1	-3	-0.5	-7	97	2	-2
Cc1ccc(-c2nc3ncccn3c2Nc2ccccc2C)o1	-1	3	5	0	-3	-1.2	5	103	3	7
Following part
SMILES	Glyco luc inh	NCOA2 inhibitor	MC4R antagonist	TLR9-MyD88 inh	Cardio protect	MC4R ag barr	NOD2 RIPK2 PPI	ABCB6 inh MLPCN	m5-HT2A agonist	ABHD5-PLIN5 inh
O=C(NCc1cccnc1)[C@@H]1CC=C[C@@H]2CCN(Cc3ccccc3)C(=O)[C@@H]21	1	-39	7	-4	2	-0.6	3	102	7	-5
Cc1ccc2c(c1)[C@H]1[C@H](CO2)[C@H](c2ccccc2)[C@]2(C)C(=O)N(Cc3ccc(F)cc3)CC(=O)N12	0	-10	6	-8	9	0.3	6	99	2	-5
CC(C)(C)NC(=O)NC(=O)CSc1ccc(S(=O)(=O)N2CCOCC2)cn1	1	14	-2	-8	-1	0.4	-20	102	7	-6
CC(C)(C)NC(=O)CN(Cc1cccs1)C(=O)CNS(=O)(=O)c1ccccc1	2	19	5	3	1	0.0	-12	94	0	-5
O=[N+]([O-])c1ccc(CSc2ccc(S(=O)(=O)N3CCCCCC3)cn2)cc1	-8	5	0	-3	8	-3.6	-104	89	-8	-11
COc1ccccc1CCNC(=O)CCSc1nc(-c2ccco2)cc(C(F)(F)F)n1	-5	17	5	4	1	1.7	-2	99	0	1
Cc1ccc(C)c2[nH]c(=O)c(CN(CC3CCCO3)C(=O)NC3CCCCC3)cc12 (configuration not stated)	2	-12	10	-3	11	-0.9	-2	93	3	-5
CCCCCC(O)c1cccc(OCc2ccc3ccccc3n2)c1 (configuration not stated)	-6	21	4	-4	-37	8.0	-2	104	-4	-12
Cc1cc(C)c(C#N)c(SCc2ccc([N+](=O)[O-])cc2)n1	-2	9	11	-1	1	-0.8	3	87	3	1
CCc1ccc(-n2c(CSc3nnnn3-c3ccccc3)nc3ccccc3c2=O)cc1	0	14	9	-8	11	0.6	-3	92	2	1
COc1cc(S(=O)(=O)N2CCCCC2)ccc1NC=O	-2	-8	4	-3	0	0.2	-8	110	-2	-2
O=c1[nH]c2cc([N+](=O)[O-])c([N+](=O)[O-])cc2[nH]c1=O	-1	0	20	2	8	-0.8	-2	92	3	1
CC(C)NC(=O)c1ccc2c3n(nc2c1)-c1ccc(Cl)cc1CO3	4	-67	17	-8	-7	-0.4	4	95	-3	1
COc1ccc(C(C)(C)C)cc1S(=O)(=O)N1CCC(C(N)=O)CC1	0	1	-3	6	0	-0.7	3	100	4	-3
O=C1OCC2=C1C(c1ccc(F)cc1)c1cc3c(cc1N2)OCCO3 (configuration not stated)	15	15	-22	7	-3	-2.2	11	97	-1	-1
COc1ccc(C(CC(=O)N2CCOCC2)c2c(OC)cc(OC)c3c(-c4ccccc4)cc(=O)oc23)cc1 (configuration not stated)	-3	4	-1	6	6	-0.6	3	99	-9	-5
COc1ccc(/C=C/C(=O)OCC(=O)Nc2ccc(N3CCOCC3)cc2)cc1OC	2	-5	-1	1	4	0.1	-22	97	5	-6
COc1ccc2[nH]c(C)c(CN3CCCCC3)c(=O)c2c1	2	-4	-2	-10	15	-0.2	-1	94	2	4
CSc1scc2c1-c1nc(SCC(=O)C(C)(C)C)ncc1CC2	-4	5	7	-8	-7	-2.5	1	97	1	-3
Cn1cnc([N+](=O)[O-])c1Nc1ccccc1O	-1	17	1	-7	-8	-0.2	-5	97	1	3
NC(=O)CC1C(=O)N(c2ccccc2)C(=S)N1NC(=O)c1ccccc1 (configuration not stated)	3	-48	7	8	-3	-1.3	-3	100	-1	11
CN(C)CCCN(C(=O)c1nc2ccccc2s1)c1nc2ccc(F)cc2s1	1	-9	8	1	-11	-1.1	2	96	-3	2
C=C1CCN([C@@H](CC(C)C)C(=O)NCc2cc(OC)c(OC)c(OC)c2)S(=O)(=O)c2ccccc21	2	9	7	-8	8	-1.4	4	98	-2	0
Cc1ccc(C)n1-c1ccc(N2CCOCC2)cc1	4	6	-5	2	3	-0.2	-11	101	-2	-4
c1ccc(Cc2nc3ccccc3n2Cc2ccccc2)cc1	-2	27	10	-12	-7	0.3	7	101	-3	2
Cc1cc(C)cc(CN2C(=O)NC3(CCCCCC3)C2=O)c1	0	-4	-3	-8	-1	0.7	4	95	-9	-1
CC(=O)NNC(=O)c1csc(Cc2c(Cl)sc3ccc(Cl)cc23)n1	2	-25	4	2	29	0.6	4	97	-2	-4

Compound activity from PubChem.

Not all compounds are listed (hit frequency here may not be typical).
